AMA1 RON2 block = disrupts binding of P. falciparum AMA1 to RON2 | AlphaScreen AMA1-biotinylated RON2 peptide binding | Potency, µM (doses to about 58.2 µM), for the others: at the top dose activity change, negative = inhibition, usual class: inhibitors | actives 0.2% (n = 360,000) | AID 720542;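 note: potency is the fitted concentration of half-maximal effect; 0% = vehicle wells and -100% = peptide control; nearly all actives have a fitted effect of over 45% in size; some results filed as inactive show a strong effect at the top dose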
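AMA1 (3D7) with his tag at 25 nM final met compounds first, then biotinylated RON2 peptide at 25 nM; detection used donor plus acceptor beads, 10 µg/mL apiece, read by AlphaScreen after 30 min at room temperature.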
AmpC detergent = blocks E. coli AmpC beta-lactamase in detergent assay | actives 0.041% (n = 370,000) | AID 485294 | AmpC hydrolysis of nitrocefin, absorbance 480 nm, 0.01% Triton | Potency, µM (highest dose often 114 µM), inactives show top-dose activity change, negative = inhibition, hits mostly inhibitors | P00811;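 note: potency is the fitted concentration of half-maximal effect; 0% = no-compound wells and -100% = no-enzyme wells; nearly all actives have a fitted effect of over 25% in size; some results filed as inactive show a strong effect at the top dose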
Target sequence (P00811 whole entry, looked up): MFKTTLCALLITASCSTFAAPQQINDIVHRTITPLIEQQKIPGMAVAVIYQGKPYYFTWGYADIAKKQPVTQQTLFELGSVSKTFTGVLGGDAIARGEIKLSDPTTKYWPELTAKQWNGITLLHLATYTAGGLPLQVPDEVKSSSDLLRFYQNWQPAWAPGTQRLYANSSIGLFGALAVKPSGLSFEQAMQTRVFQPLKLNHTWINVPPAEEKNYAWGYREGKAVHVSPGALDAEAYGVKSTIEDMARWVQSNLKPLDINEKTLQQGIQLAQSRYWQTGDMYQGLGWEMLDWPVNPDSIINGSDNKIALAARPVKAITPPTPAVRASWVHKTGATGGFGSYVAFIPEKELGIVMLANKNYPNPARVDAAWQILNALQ
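AmpC (5.3 nM in the dispensed reagent) in 20 mM phosphate pH 7.0 with 0.01% (detergent screen) or 0.0001% Triton X-100 was preincubated with compounds for 15 min at room temperature. Nitrocefin was then added from an 800 uM solution, and hydrolysis was followed at 480 nm.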
AmpC inh no detg = blocks E. coli AmpC beta-lactamase in detergent-free assay | P00811 | actives 0.52% (n = 330,000) | Potency, µM (series often up to 57.1 µM), for inactives: top-dose activity change, negative = inhibition, actives largely listed as inhibitors | AmpC nitrocefin hydrolysis, absorbance 480 nm, 0.0001% Triton | AID 485341;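 note: potency is the fitted concentration of half-maximal effect; plate controls were no compound for no effect and no enzyme for full effect; nearly all actives have a fitted effect of over 20% in size; some results filed as inactive show a strong effect at the top dose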
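20 mM phosphate pH 7.0 + 0.01% (detergent screen) or 0.0001% Triton X-100; 5.3 nM AmpC reagent; cpd preinc 15 min RT; nitrocefin (800 uM stock) to start; A480 q20 s × 4 min; Activity was normalised to no-enzyme and no-compound control wells.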
Sm TGR inh = blocks Schistosoma mansoni thioredoxin glutathione reductase; Q962Y6; purified TGR, DTNB reduction, TNB absorbance 405 nm; Potency, µM (highest dose often 114 µM), for inactives: at the highest dose activity change, negative = inhibition, usual class: inhibitors; actives 3% (n = 360,000); AID 485364; note: potency is the fitted concentration of half-maximal effect; nearly all actives have a fitted effect of over 60% in size
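TGR 20 nM + NADPH 100 uM (dispensed conc.), cpd preinc 15 min RT; start with NADPH (500 uM addition) then DTNB (15 mM addition). Kinetic TNB absorbance, 405 nm filter. Four-parameter Hill fit across titration.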
LmPK inh = blocks Leishmania mexicana pyruvate kinase activity | Q27686 | purified LmPK, Kinase-Glo ATP luminescence, 1 h | Potency, µM (highest dose often 57.5 µM), inactives show at the highest dose activity change, negative = inhibition, actives largely listed as inhibitors | actives 0.37% (n = 290,000); note: potency is the fitted concentration of half-maximal effect
Target sequence (Q27686 whole entry, looked up): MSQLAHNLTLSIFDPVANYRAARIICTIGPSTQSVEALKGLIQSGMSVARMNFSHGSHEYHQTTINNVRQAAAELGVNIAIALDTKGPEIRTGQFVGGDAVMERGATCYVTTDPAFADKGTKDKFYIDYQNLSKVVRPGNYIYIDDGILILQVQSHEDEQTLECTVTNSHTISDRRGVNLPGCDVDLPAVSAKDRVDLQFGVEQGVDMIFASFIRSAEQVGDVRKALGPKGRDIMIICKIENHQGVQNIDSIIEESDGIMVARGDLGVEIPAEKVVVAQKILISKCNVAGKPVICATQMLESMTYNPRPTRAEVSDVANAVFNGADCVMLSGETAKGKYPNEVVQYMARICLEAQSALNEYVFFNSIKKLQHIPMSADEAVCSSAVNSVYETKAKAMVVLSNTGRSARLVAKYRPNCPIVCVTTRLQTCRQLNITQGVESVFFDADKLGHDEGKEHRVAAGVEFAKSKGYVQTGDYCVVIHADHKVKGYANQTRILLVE
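Screened at intermediate enzyme activity to detect both inhibitors and activators: LmPK at 0.1 nM, with a 0.5 nM enzyme column as activation reference. PEP 0.5 mM, ADP 0.1 mM; ATP detected by luminescence after 1 h.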
TbPYK inhibitor = T. brucei pyruvate kinase inhibition. Q57TT1. TbPYK enzyme, Kinase-Glo Plus ATP luminescence, 45 min. Potency, µM (top dose mostly 76.8 µM), inactives show at the highest dose activity, negative = inhibition, most hits filed as inhibitors. actives 0.12% (n = 410,000); note: potency is the fitted concentration of half-maximal effect; nearly all actives have a fitted effect of over 50% in size
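ADP (130 uM final) triggers the TbPYK reaction after compound addition; incubation is 45 min at room temperature. Kinase-Glo Plus is then added and luminescence imaged. Normalized data are fitted to concentration-effect curves.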
HCMV inh = blocks human cytomegalovirus replication; activity change, negative = inhibition, % at 57.5 µM; actives 4.5% (n = 410,000); HFF cells, HCMV-luciferase reporter, 72 h; hits give low values; in the data active = activity change below about -60%; inconclusive = no clear call, values can overlap the other calls; inactive = above about -39%
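After 16 h attachment at 37C, HFF cells received test compound and HCMV-luciferase (1 PFU/cell); reporter luminescence read 72 h later, data normalized against buffer-only and known inhibitor Salinomycin.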
* marks the source's active call; other numbers are inactive results; ? = inconclusive; nt = no result given; & = joins results of further samples; [ ] = another dose, or the depositor's remark. Unless noted, calls come from the whole dose curve; as a rule, active = well fitted curve in the direction sought with a large enough effect; inconclusive = small, poorly fitted or top-dose-only effect, or another doubt; inactive = no such curve, though single readings can be large; an effect the other way counts as inactive or inconclusive. Unless noted, % is set by controls: 0 for no effect and ±100 for the full control effect.

SMILES	AMA1 RON2 block	AmpC detergent	AmpC inh no detg	Sm TGR inh	LmPK inh	TbPYK inhibitor	HCMV inh
O=C(O)/C=C/c1coc2ccc(F)cc2c1=O	5%[11.6 µM]	-4%	-16%	-16%	-3%	-26%	-29
C/C=C(\C)C(=O)Nc1cccc(C2=NOC3(C2)C[C@@H](C(N)=O)N(C(=O)c2cc([N+](=O)[O-])cc([N+](=O)[O-])c2C)C3)c1 (stereo partly specified)	-2%	2%	92%[activator]	?	3%	4%	-7
CC(=O)Nc1cc(-c2cccnc2)cn2c(-c3ccc(F)cc3)cnc12	-11%	nt	nt	nt	nt	-3%	-7
Cc1cc(C(=O)N2CCCC2(C)C(=O)NCC(C)C)nn1C(C)(C)C (stereo unspecified)	1%	nt	nt	nt	nt	3%	-4
C[C@H](O)[C@@H]1C(=O)N2CCc3ccc(N4CCN(C)CC4)cc3[C@@H]2C[C@@H]1N(C)C(=O)c1ccc(C#N)cc1	-1%	nt	nt	nt	nt	-3%	15
CCCn1c(SCC(=O)NCc2ccccc2Cl)n[nH]c1=O	-9%	4%	-15%	11%	-2%	-2%	-19
CCC1CCCCN1C(=O)Cn1c(=O)n(CCCC(=O)NCc2ccco2)c(=O)c2sccc21 (stereo unspecified)	2%	1%	9%	0%	-2%	-4%	1
O=c1oc2ccccc2cc1N1CCOCC1	-23%	-15%	-7%	-6%	1%	-2%	26
CCC(C(=O)NCc1ccc(F)cc1)N(Cc1cccs1)C(=O)c1snc(C(N)=O)c1N (stereo unspecified)	2%	-8%	-22%	-3%	-1%	-3%	11
COC(=O)c1ccc(NC(=O)CSc2nc3cccnc3n2C)cc1	-18%	2%	-2%	-1%	-1%	1%	-18
c1ccc(Nc2ncnc3[nH]ncc23)cc1	5%	4%	-14%	4%	-3%	2%	-26
Cc1ccc(SCC(=O)OCC(=O)N(CCC#N)c2ccccc2)cc1C	14%	0%	26%	?	nt	-2%	-22
CCc1ccc(NC(=S)Nc2cccc3cnccc23)cc1	8%	-8%	-41%	?	3%	-4%	-12
COc1cc2c(cc1OC)C(C)N(C(=S)Nc1ccccc1)CC2 (stereo unspecified)	5%	-10%	-14%	-16%	3%	2%	-14
Cc1cc(-c2ccc(S(=O)(=O)N3CCCCC3)s2)on1	-3%	-14%	-11%	0%	6%	-2%	0
O=C(Nc1ccccc1)N1CCn2c1nc1ccccc12	7%	-1%	4%	1%	-2%	-6%	157
COc1ccc(C(=O)CSc2nnc(NC(=O)C3CC(=O)N(c4ccccc4)C3)s2)cc1 (stereo unspecified)	4%	-11%	-33%	-3%	-1%	3%	23
COc1ccccc1OCCCOc1ccc(/C=C2\SC(=O)NC2=O)cc1OC	-10%	-19%	-8%	3%	?	-15%	-16
CC(=O)Nc1cccc(NC(=O)C2CCCN2C(=O)Nc2cccc(C)c2)c1 (stereo unspecified)	-4%	-13%	-12%	3%	-1%	0%	10
C#CCOCCOCCOCCNc1nc(N2CCN(C(=O)CCCCCCCCCCNC(=O)Cn3cc(CCCCCN)nn3)CC2)nc(N2CCN(C(=O)CCCCCCCCCCNC(=O)[C@@H]([C@H](C)O)n3cc(C)nn3)CC2)n1	-13%	0%	297%[activator]	?	nt	-4%	nt
COc1ccc(NC(=O)C2CCCN2S(=O)(=O)c2ccc3c(c2)CCC(=O)N3)c(OC)c1 (stereo unspecified)	-3%	?	-3%	4%	0%	2%	-9
Cc1cccc(-c2nc(NCCCN(C)C)c3ccccc3n2)c1	0%	-3%	-12%	2%	3%	0%	-3
O=C(C1=C[C@H](c2ccc3c(c2)OCO3)C[C@H](OCc2ccc(CO)cc2)O1)N1CCN(Cc2ccc3c(c2)OCO3)CC1	?	10%	101%[activator]	-5%	5%	-9%	0
CC(C(=O)O)c1ccc2c(c1)[nH]c1ccc(Cl)cc12 (stereo unspecified)	-8%	?	-14%	7%	-21%	4%&2%	-33
COc1ccc(NC(=S)NC23CN4CN(CN(C4)C2)C3)cc1	17%	18%	-6%	8%	6%	5%	-13

(cont.)
SMILES	AMA1 RON2 block	AmpC detergent	AmpC inh no detg	Sm TGR inh	LmPK inh	TbPYK inhibitor	HCMV inh
Cc1ccc(C)c(N2CCN(C(=O)CCS(=O)(=O)c3cccc4nonc34)CC2)c1	-4%	-8%	58%	35µM*	4%	5%	7
Cc1ccc(S(=O)(=O)N(C)c2cc(S(=O)(=O)N3CCOCC3)c(C)cc2C)cc1	-4%	-10%	92%[activator]	4%	6%	-2%	-8
O=C1CCC[C@H]2c3[nH]c4ccccc4c3CCN12	2%	nt	nt	nt	nt	-10%	46
O=C(NNS(=O)(=O)c1ccccc1)c1ccccc1-n1cccc1	-7%	-5%	-25%	-24%	-6%	2%	15
CCOC(=O)[C@]12CCC=C1N(Cc1ccccc1)C(=O)[C@H](CC(=O)NCCC(C)C)C2	-21%	nt	nt	nt	nt	-7%	20
CCC(C)N(C(=O)CSc1nnnn1-c1ccccc1OC)C1CCS(=O)(=O)C1 (stereo unspecified)	81%[activator]	1%	17%	0%	nt	-1%	0
O=C(OCCCc1cc2ccccc2c(=O)o1)c1ccccc1C(F)(F)F	40%[activator]	-4%	-9%	11µM*	nt	1%	-1
CS(=O)(=O)N1CCC(C(=O)N2CCN(Cc3ccccc3)CC2)CC1	1%	1%	-10%	-6%	5%[11.5 µM]	-1%	-29
COc1ccc(C2C(C(=O)NCC3CCCO3)c3cc(OC)c(OC)cc3C(=O)N2C)cc1OC (stereo unspecified)	-5%	3%	-2%	-4%	1%	-2%	73
COc1ccc(CN2CCC[C@]3(N[C@H](c4ccc(C)cc4)[C@@H]4C(=O)N(Cc5ccccc5)C(=O)[C@@H]43)C2=O)cc1	-8%	nt	nt	nt	nt	-1%	25
NS(=O)(=O)c1ccc(CCNc2ncnc3c2cnn3-c2cccc(Cl)c2)cc1	nt	9%	nt	0%	nt	-6%	-23
CC(C)c1nc(C#N)c(NN)o1	82%[activator]	-4%	-18%	14%	-2%	1%	-2
Cn1c(=O)n(C)c2cc(NS(=O)(=O)c3cccs3)ccc21	-14%	-5%	-24%	-4%	-5%	-21%	36
COC(=O)[C@@]1(Cc2ccc(F)cc2)[C@H]2c3cc(C(=O)N4CCCC4)n(Cc4cc(C)n(C)n4)c3C[C@H]2CN1C(=O)c1ccccc1	-12%	nt	nt	nt	nt	5%	-19
O=C(CSc1ccc(-c2ccccc2)nn1)c1ccccc1	19%	?	-27%	-6%	2%	4%	25
CCc1ccccc1NC(=O)c1ccoc1C	-4%	?	-12%	-26%	3%	-8%	43
O=C(CCc1ccc(S(=O)(=O)N2CCCCC2)cc1)c1nnc(-c2ccccc2)o1	-6%	?	-35%	0%	2%	-3%	1
COc1ccc(CNC(NC(=O)c2ccccc2)(C(F)(F)F)C(F)(F)F)cc1	-13%	-7%	-11%	-21%	6%	5%	-30
CCOc1cc(C2C3=C(CCCC3=O)NC3=C2C(=O)CCC3)cc(Cl)c1O	5%	0%	-3%	-10%[11.4 µM]	?	2%	13
CC[C@@]1(C(=O)OC)N[C@H](CN(C)C(=O)COC)[C@@H]2C(=O)N(Cc3ccccc3)C(=O)[C@@H]21	3%	nt	-4%	nt	nt	-3%	-22
COc1ccc(N2CS(=O)(=O)/C(=C/N(C)C)C2=O)cc1	16%	2%	-23%	7%	-19%	-1%	78
OCCC1CN(Cc2cccc(F)c2F)CCN1CCc1ccccc1 (stereo unspecified)	-4%	-9%	10%	-23%	6%	5%	11
C=Cc1ccc(N=Cc2c(O)ccc3ccccc23)cc1	4%	-3%	-28%	63µM*	0%	2%	-17
COc1ccc(S(=O)(=O)N2CCN(CC(=O)N3CCc4ccccc4C3)CC2)cc1OC	-1%	1%	141%[activator]	-22%	nt	-2%	-12
CCc1noc(C)c1C(=O)N1CCN(S(=O)(=O)c2ccc(C)cc2)CC1	0%	?	-7%	1%	nt	-4%	-33

Some of the entries so far, bar-delimited.
SMILES | AMA1 RON2 block | AmpC detergent | AmpC inh no detg | Sm TGR inh | LmPK inh | TbPYK inhibitor | HCMV inh
CCC(C)N(C(=O)CSc1nnnn1-c1ccccc1OC)C1CCS(=O)(=O)C1 (stereo unspecified) | 81%[activator] | 1% | 17% | 0% | nt | -1% | 0
CCOC(=O)[C@]12CCC=C1N(Cc1ccccc1)C(=O)[C@H](CC(=O)NCCC(C)C)C2 | -21% | nt | nt | nt | nt | -7% | 20

Compound profiles (already shown):
CC(C)c1nc(C#N)c(NN)o1 across the screens: AMA1 RON2 block: 82%[activator]; AmpC detergent: -4%; AmpC inh no detg: -18%; Sm TGR inh: 14%; LmPK inh: -2%; TbPYK inhibitor: 1%; HCMV inh: -2
Cn1c(=O)n(C)c2cc(NS(=O)(=O)c3cccs3)ccc21 across the screens: AMA1 RON2 block: -14%; AmpC detergent: -5%; AmpC inh no detg: -24%; Sm TGR inh: -4%; LmPK inh: -5%; TbPYK inhibitor: -21%; HCMV inh: 36

Going on with the list:
SMILES	AMA1 RON2 block	AmpC detergent	AmpC inh no detg	Sm TGR inh	LmPK inh	TbPYK inhibitor	HCMV inh
CN1C=CC2=C(C#N)C(N)C(C#N)(C#N)[C@H](c3ccccc3)[C@H]2C1 (stereo partly specified)	22%	1%	-18%	-33%	-2%	-3%	-39
Cc1ccc(OCC(=O)Nc2ccc(Cl)cc2C(=O)c2ccccc2)c(Br)c1	nt	11%	nt	7%	nt	-2%	-6
O=C(c1cc(=O)c2ccccc2o1)N(Cc1ccccc1)C1CCS(=O)(=O)C1 (stereo unspecified)	-6%	-8%	8%	0%	4%	9%	26
CCC(=O)N1CCc2cc(Br)cc(S(=O)(=O)N3CCC(C(=O)Nc4ccc(OC)cc4)CC3)c21	nt	6%	nt	7%	nt	1%	3
CCN(Cc1nc(-c2ccccc2)no1)C(=O)c1ccoc1C	1%	-7%	0%	-18%	-4%	-5%	-35
CCC1(c2ccccc2)NC(=O)N(CC(=O)Nc2ccc(Cl)c(S(=O)(=O)N3CCCCC3)c2)C1=O (stereo unspecified)	-18%	-13%	-18%	9%	nt	0%	-14
Cc1ccc(CNC(=O)c2cnc3ccccc3n2)cc1	23%	-1%	-2%	-1%	-2%	-3%	36
Cc1ccc(S(=O)(=O)N2C/C=C\CN(S(=O)(=O)c3ccccc3Br)CC2)cc1	13%	nt	-29%	nt	nt	1%	?
COc1cc(NC(c2ccccc2)c2ccccc2)cc(OC)c1OC	-9%	-4%	34%	-2%	1%	3%	65
